Assay outcomes as filed in PubChem.
MLL CXXC-DNA inh: qHTS Fluorescence Polarization Assay for Inhibitors of MLL CXXC domain - DNA interaction | Histone-lysine N-methyltransferase 2A (Homo sapiens), Q03164 | MLL-CXXC / FITC-HOXA9 DNA fluorescence polarization | Potency, µM (highest dose often 115 µM), for inactives: at the highest dose activity change, negative = inhibition, usual class: inhibitors | 0.037% of 290,000 active | AID 2662, 2010; active means well fitted inhibition curve with a large enough effect in the polarisation, with a control signal flat, not every such curve was filed as active; inconclusive means small, poorly fitted or top-dose-only effect, or effect the other way, or a change in a side signal; inactive means no such curve, though single readings can be large or run the other way; the % refers to the polarisation; further: potency means the concentration at half of the fitted maximal effect
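Steps: dispense CXXC domain solution (7 uM) → pin compounds or unlabeled HOX-A9 DNA control → 5 min ambient → add FLSN-HOX-A9 solution (50 nM) → spin → 30 min ambient → fluorescence polarization. Tris pH 7.5/NaCl/DTT/BSA buffer.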
FBPA coupling cs: qHTS Assay for Inhibitors of Fructose-1,6-bisphosphate Aldolase from Giardia Lamblia: Coupling assay counterscreen. coupling enzyme system counterscreen, AmpLite Red fluorescence. activity change, negative = inhibition, % at 58.2 µM, hits read low. 0.67% of 290,000 active; in the data active means activity change below about -30%; further: on the % scale 0 is the no-effect control and ±100 the full control effect
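Activity here indicates interference with the coupling reaction, not aldolase inhibition. Compounds at 57.5 uM final met coupling enzymes for 10 min at RT; substrate and AmpLite Red detection followed, with a 525/598 nm fluorescence read after 20 min.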
hERG WT inh: qHTS for Inhibitors of KCHN2 3.1: Wildtype qHTS; AID 720551, 2013; 0.37% of 340,000 active; U2OS, BacMam KCNH2, thallium flux FluxOr; hits give low values; activity change, % at 1.84 µM; Voltage-gated inwardly rectifying potassium channel KCNH2 (Homo sapiens), Q12809;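 active means maximum activity change below -70%; inconclusive means maximum activity change between -70% and -50%; inactive means maximum activity change above -50%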; further: on the % scale 0 is the no-effect control and ±100 the full control effect
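U2OS cells were transduced with wild-type KCNH2 virus (2.03 x 10^8 / mL) for 4 h at room temperature, then cultured overnight at 37 C. Thallium flux was read with FluxOr dye. Rate constants were normalized to DMSO controls.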
TRPV1 agonist: HTS Assay for Compounds that Act as Agonists of the Vanilloid Receptor 1; Transient receptor potential cation channel subfamily V member 1 (Homo sapiens), Q8NER1; TRPV1-expressing cells, Fluo-8 calcium influx, agonist mode; activation, % at 8.33 µM; 0.19% of 320,000 active; AID 540275, 2011; in the data active means activation above about 80%; inconclusive means between about 30% and that limit; further: 0% is about no effect
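Fluo-8 calcium influx in TRPV1-expressing cells, kinetic read (ex 480/em 520 nm). Compound added and read 3 min for agonist activity, followed by capsaicin at EC20 final and 2 min further read for enhancement.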
S-ASM inh: Inhibitors of Secretory Acid Sphingomyelinase (S-ASM): qHTS; Sphingomyelin phosphodiesterase (Homo sapiens), P17405; placental ASM, HMU-PC fluorogenic substrate, 60 min; Potency, µM (titrated, usually from 57.5 µM), without a hit: top-dose activity change, negative = inhibition, usual class: inhibitors; 0.006% of 340,000 active; AID 504937, 2011; further: potency means the concentration at half of the fitted maximal effect
Target sequence (P17405 47-631 limits assumed): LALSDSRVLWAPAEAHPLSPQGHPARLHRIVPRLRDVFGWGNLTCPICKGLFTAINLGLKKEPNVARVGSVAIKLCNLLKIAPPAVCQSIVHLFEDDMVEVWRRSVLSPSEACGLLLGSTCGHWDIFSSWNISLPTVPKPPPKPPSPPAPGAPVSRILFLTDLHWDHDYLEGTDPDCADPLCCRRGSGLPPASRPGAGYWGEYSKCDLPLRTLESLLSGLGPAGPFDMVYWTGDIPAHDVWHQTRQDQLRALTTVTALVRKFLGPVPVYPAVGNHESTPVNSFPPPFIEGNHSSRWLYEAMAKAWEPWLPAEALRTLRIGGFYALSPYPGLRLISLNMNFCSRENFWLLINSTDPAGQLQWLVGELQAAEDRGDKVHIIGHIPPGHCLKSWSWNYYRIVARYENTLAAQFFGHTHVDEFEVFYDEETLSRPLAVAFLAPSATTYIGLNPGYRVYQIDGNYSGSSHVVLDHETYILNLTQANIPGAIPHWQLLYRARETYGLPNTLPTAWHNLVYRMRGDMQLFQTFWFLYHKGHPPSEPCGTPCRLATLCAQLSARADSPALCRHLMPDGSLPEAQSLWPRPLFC
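qHTS format. ASM enzyme prepared from human placenta hydrolyses the fluorogenic substrate HMU-PC0 (9 uM final) over 60 min at 37 °C after a 10 min compound preincubation.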
MBNL1 CUG block: qHTS Assay for Inhibitors of MBNL1-poly(CUG) RNA binding. Muscleblind-like protein 1 (Homo sapiens), Q9NR56. TR-FRET MBNL1-His/biotin-(CUG)12 binding, 665/545 ratio. Potency, µM (titrated, usually from 57.5 µM), inactives show at the highest dose activity change, negative = inhibition, most hits filed as inhibitors. 0.036% of 280,000 active. AID 2675, 2010; active means well fitted inhibition curve with a large enough effect in the signal ratio, with a control signal flat, not every such curve was filed as active; inconclusive means small, poorly fitted or top-dose-only effect, or effect the other way, or a change in a side signal; inactive means no such curve, though single readings can be large or run the other way; the % refers to the signal ratio; further: potency means the concentration at half of the fitted maximal effect; on the % scale 0 is the no-effect control and ±100 the full control effect
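TR-FRET between His-tagged MBNL1 and biotin-(CUG)12 RNA, detected with Tb anti-His antibody (0.055 ng/ul) and streptavidin-XL665 (5 nM), 60 min at room temperature. Compounds titrated 92 nM to 58 uM; 665/545 nm ratio normalized to buffer and complex controls.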
GALK inh: qHTS Assay for Inhibitors of Human Galactokinase (GALK); Potency, µM (highest dose often 57.5 µM), inactives show at the highest dose activity change, negative = inhibition, hits mostly inhibitors; P51570; AID 1868, 2009; Purified GALK, Kinase-Glo residual ATP luminescence; 0.007% of 270,000 active; further: potency means the concentration at half of the fitted maximal effect; on the % scale 0 is the no-effect control and ±100 the full control effect
Target sequence (P51570 whole entry, looked up): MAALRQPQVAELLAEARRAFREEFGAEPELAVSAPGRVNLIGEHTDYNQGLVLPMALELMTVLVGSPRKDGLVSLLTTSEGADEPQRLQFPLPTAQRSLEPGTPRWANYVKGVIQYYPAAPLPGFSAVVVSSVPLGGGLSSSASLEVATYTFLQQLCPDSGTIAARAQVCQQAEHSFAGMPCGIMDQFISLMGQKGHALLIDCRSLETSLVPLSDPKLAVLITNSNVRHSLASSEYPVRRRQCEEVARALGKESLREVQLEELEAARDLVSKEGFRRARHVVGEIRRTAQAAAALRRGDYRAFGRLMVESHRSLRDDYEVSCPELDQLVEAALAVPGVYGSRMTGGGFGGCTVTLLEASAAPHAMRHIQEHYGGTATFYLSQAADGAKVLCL
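ATP-depletion format; final 35 uM ATP, 100 uM D-galactose, 5 nM enzyme; pH 8.0 HEPES/Mg2+ buffer; 60 min RT; luminescence read 10 min after detection reagent.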
a7 integrin act: qHTS for Activators of Integrin-Mediated Alleviation for Muscular Dystrophy; 0.064% of 350,000 active; alpha7betagal myoblasts, beta-gal FDG fluorescence, 48 h; Potency, µM (doses to about 38.3 µM), inactives show at the highest dose activation, usual class: activators; AID 624291, 2012;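 further: potency means the concentration at half of the fitted maximal effect; 100% = response of the positive control SU9516; nearly all actives have a fitted effect of over 60% in size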
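Alpha7betagal+/- myoblasts (passage 13) were plated 16-24 hr, then exposed to compounds (1:260 dilution of DMSO stock) for 48 hours at 37C. After MPER lysis, β-galactosidase reporter activity was read as FDG fluorescence (ex 480/em 540) after 30 minutes.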
KCNH2 3.1 block: qHTS for Inhibitors of KCHN2 3.1: Mutant qHTS. Potassium voltage-gated channel subfamily H member 2, brain isoform KCNH2 3.1 (human). U2OS KCNH2 3.1, thallium flux FluxOr; hits give low values. activity change, % (tested at about 1.8 µM). 0.95% of 340,000 active;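 active means maximum activity change below -70%; inconclusive means maximum activity change from -70% to -50%; inactive means maximum activity change above -50%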;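 further: thallium influx rate constant from kinetic fluorescence after stimulation buffer; on the % scale 0 is the no-effect control and ±100 the full control effect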
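FluxOr-based Tl+ influx in U2OS cells transduced with KCNH2 3.1 virus; rate constants normalized to DMSO controls.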
A-T KAP1 phos: qHTS Assay for Identifying a Potential Treatment of Ataxia-Telangiectasia | […] A-T fibroblasts, KAP-1 phosphorylation AlphaLISA; neocarzinostatin DNA damage 30 min before lysis | 0.19% of 320,000 active | AID 485349, 2010 | Potency, µM (series often up to 57.5 µM), for the others: at the top dose activation, hits mostly activators; further: potency means the concentration at half of the fitted maximal effect; % of control where 0% means no effect; nearly all actives have a fitted effect of over 45% in size
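hTERT-immortalized A-T patient fibroblasts ([…]), 500 cells/well in OPTI-MEM, 1% FBS, got compounds for 60 min, then NCS for 30 min at 37C. Lysates were then assayed for phospho-KAP-1 by AlphaLISA (anti-pKAP1 donor, anti-KAP1 acceptor beads), 6 hr at 25C.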
Starred values were filed as active, the others as inactive; ? = inconclusive; nt = no result given; [ ] = dose if it differs, or a comment. Unless noted, the call rests on the fitted dose curve; in most records, active means well fitted curve in the direction sought with a large enough effect; inconclusive means small, poorly fitted or top-dose-only effect, or another doubt; inactive means no such curve, though single readings can be large; an effect the other way counts as inactive or inconclusive.

SMILES	MLL CXXC-DNA inh	FBPA coupling cs	hERG WT inh	TRPV1 agonist	S-ASM inh	MBNL1 CUG block	GALK inh	a7 integrin act	KCNH2 3.1 block	A-T KAP1 phos
Cn1c(=O)[nH]c(=O)c2c1nc(SCCN1CCCCC1)n2Cc1ccccc1	2%	4	-40	-3	3%	2%	-2%	4%	-74*	-6%
COc1ccc(S(=O)(=O)Nc2cccc(C(C)=O)c2)cc1Br	17%	3	5	-1	0%	-5%	4%	37%	-1	-1%
Clc1ccccc1C1SCC2Nc3ccccc3CN21 (stereo not given)	6%	-5	-6	6	-10%	-11%	-6%	-5%	0	0%
O=C(CCC(=O)c1cccs1)NCc1ccc(F)cc1	10%	2	-7	2	1%	6%	1%	14%	-15	1%
O=C(/C=C/c1ccccc1Cl)Nc1ccc2c(c1)C(=O)NC2=O	49%[activator]	4	-2	27	28%	-3%	7%	22%	-10	-13%
O=C(C[n+]1ccccn1)c1ccccc1	0%	0	4	0	0%	?	6%	20%	-1	-5%
CCNc1nc(SC(C)C(=O)OC)nc(N(C)C)n1 (stereo not given)	18%	2	5	2	-2%	-1%	10%	?	5	-4%
O=C(C1CC1)N1N=C(c2ccccc2)CC1(O)C(F)(F)C(F)(F)F (stereo not given)	-2%	0	-7	3	0%	6%	5%	5%	0	18%
C=CCOc1c(Cl)cc(Cl)cc1S(=O)(=O)NCCO	nt	nt	6	nt	-9%	nt	nt	20%	18	nt
CCOC(=O)c1cccc(NC(=O)CCn2nnc3ccccc32)c1	7%	3	-2	-2	-1%	-2%	-1%	12%	-8	-8%
CS(=O)(=O)N(CC(=O)N1CCN(c2cccc(Cl)c2)CC1)c1ccccc1	-1%	2	3	nt	0%	4%	0%	0%	-1	8%
Cc1oc(/N=C/c2ccc(Cl)cc2)c(C#N)c1C	6%	-1	-6	0	4%	11%	3%	11%	-7	12%
CC1NC(=O)NC1CCCCCC(=O)NCCc1ccccc1 (stereo not given)	-9%	1	8	6	0%	0.45µM*	1%	17%	18	-7%
CCn1c(C)nnc1SCC(=O)NC1CCCCCC1	12%	nt	-16	1	5%	-6%	6%	44%	19	8%
COc1ccc(CC(=O)c2ccc(OC)c(OC)c2C)cc1OC	6%	3	3	1	0%	-5%	4%	-35%	-7	-1%
CN(C)c1oc(-c2ccccc2Cl)nc1P(=O)(c1ccccc1)c1ccccc1	?	0	-2	?	19%	4%	1%	-28%	-6	10%
Cc1cc(NC(=O)CSc2nnc(-c3c[nH]c4ccccc34)n2-c2ccc(Cl)cc2)no1	25%	3	4	-1	-3%	1%	1%	-15%	9	1%
COc1cccc(NC(=S)N(CCc2ccc(OC)c(OC)c2)Cc2ccccn2)c1	3%	0	6	0	0%	-6%	0%	0%	11	1%
Cc1cc(=O)[nH]c(=S)n1-c1ccccc1	3%	4	-4	-5	6%	-3%	-2%	13%	-1	-8%
Cc1ccc(C(=O)Nc2cccc(Oc3ccccc3)c2)o1	-2%	-1	-1	?	-4%	1%	2%	4%	-21	-2%
COc1ccc(Br)cc1/C=N/NC(=O)c1cccc(S(=O)(=O)N2CCOCC2)c1	4%	-19	-5	9	-6%	3%	0%	?	5	-2%
c1ccc(-n2ncc3c2ncn2nc(-c4ccco4)nc32)cc1	-3%	5	-18	-3	0%	?	2%	5%	9	3%
Cc1ccc(CN(C)C(=O)CCNS(=O)(=O)c2ccccc2)o1	nt	nt	16	-6	1%	nt	nt	0%	9	1%
Cc1cccc(NC(=O)CNC(=O)CCNC(=O)c2ccc(C(C)(C)C)cc2)c1C	nt	nt	0	5	-1%	nt	nt	6%	12	-1%
Cc1ccc(S(=O)(=O)N2CCC(C(=O)Nc3cc(C(F)(F)F)ccc3N3CCOCC3)CC2)cc1C	nt	nt	-6	3	-3%	nt	nt	-16%	-16	-1%

(cont.)
SMILES	MLL CXXC-DNA inh	FBPA coupling cs	hERG WT inh	TRPV1 agonist	S-ASM inh	MBNL1 CUG block	GALK inh	a7 integrin act	KCNH2 3.1 block	A-T KAP1 phos
CCCc1cc(=O)[nH]c(SCC(=O)Nc2ncc(S(=O)(=O)c3ccc([N+](=O)[O-])cc3)s2)n1	-6%	9	3	-2	0%	?	-7%	8%	4	-2%
CCC(C(=O)OC)n1cnc2c(oc3ccccc32)c1=O (stereo not given)	7%	nt	2	1	-1%	-1%	2%	?	9	0%
CCCCNC(=S)Nc1cccc(C(C)=O)c1	-6%	1	2	?	3%	0%	0%	-15%	-4	2%
O=C(CNC(=S)N(CCCN1CCOCC1)Cc1cccs1)NC1CCCCCCC1	5%	2	42	18	3%	nt	1%	18%	-31	0%
Cc1cc(C)c2nc(SCC#N)cc(C)c2c1	12%	2	-1	15	-14%	6%	4%	-1%	-1	23%
COC(=O)c1sc(NC(=O)CCCn2nc([N+](=O)[O-])cc2C)c(C(=O)OC)c1C	5%	3	7	0	-3%	nt	0%	0%	-17	-4%
CN1CCN(C(=O)CCCN2C(=O)/C(=C/c3cccc(Br)c3)SC2=S)CC1	-5%	0	3	-1	-12%	11%	11%	-40%	-8	-7%
O=C(COc1ccc(Cl)cc1)NCc1nnc(SCC(=O)NCc2ccc3c(c2)OCO3)o1	0%	1	18	2	-1%	8%	0%	3%	19	2%
Cn1c(=O)[nH]c(=O)c2c1nc(N1CCCCC1)n2CCCSc1nc2ccccc2s1	1%	-2	11	24	-12%	-7%	-3%	8%	15	-7%
CC1COC(c2cccn2Cc2ccccc2Cl)=N1 (stereo not given)	-1%	-3	-10	5	1%	5%	-2%	13%	-8	23%
CCOc1ccc(CNC(=O)Cn2nc(C)c3c(C)n(-c4ccc(C)cc4)nc3c2=O)cc1	8%	7	-1	1	-2%	2%	-3%	-26%	-17	-6%
O=C(c1ccco1)N1CCN(C(c2cccs2)c2nnnn2C2CCCCC2)CC1 (stereo not given)	13%	-2	-18	8	-1%	0%	-3%	13%	6	4%
Cc1ccc2c(c1)N(CC(=O)N1CCCCC1C)C(=O)CO2 (stereo not given)	7%	2	7	2	8%	0%	2%	-6%	8	-5%
Cc1ccc2cc(CN(CC3CCCO3)C(=S)NCc3ccco3)c(=O)[nH]c2c1 (stereo not given)	2%	-5	-6	-2	-3%	-3%	-5%	-9%	-14	-9%
CCCC(c1nnnn1CCOC)N(Cc1cc2cc(C)c(C)cc2[nH]c1=O)CC1CCCO1 (stereo not given)	2%	-41*	4	-7	-7%	?	-1%	-9%	-1	-5%
O=[N+]([O-])c1cc(-c2cnc3ccccc3n2)ccc1Cl	3%	0	13	-2	-2%	32%[activator]	-1%	0%	-6	0%
N#Cc1c(NC(=O)CSc2nc3c(c(C(F)(F)F)n2)CCc2ccccc2-3)sc2c1CCCC2	9%	0	11	1	-1%	-2%	1%	-9%	-4	3%
COc1cccc(CNS(=O)(=O)/C=C/c2ccc3c(c2)OCO3)c1	1%	-2	3	18	-1%	-17%	0%	?	2	7%
CN(C1CCS(=O)(=O)C1)S(=O)(=O)c1ccccc1 (stereo not given)	-6%	-7	4	-9	2%	6%	1%	-8%	3	3%
COc1ccc(NC(=O)C(CCS(C)(=O)=O)N2C(=O)c3ccccc3C2=O)cc1 (stereo not given)	4%	2	-5	-1	-3%	3%	2%	0%	-7	3%
COc1ccc(C2c3c(ccc4ccccc34)Oc3ncn4nc(-c5ccco5)nc4c32)cc1OC (stereo not given)	-13%	-3	5	0	-1%	-13%	0%	12%	5	4%
CCOC(=O)c1sc(NC(=O)c2cccc(S(=O)(=O)N(CC)CC)c2)cc1C	9%	3	11	4	119%	17%	0%	2%	-16	3%
CSCCC(NS(=O)(=O)c1ccc2c(c1)oc(=O)n2C)C(=O)NC1CCCc2ccccc21 (stereo not given)	15%	4	5	-1	5%	-13%	2%	23%	13	6%
